# Screening results (PubChem)
# PLK1 PBD inh – qHTS for Inhibitors of PLK1-PDB (polo-like kinase 1 - polo-box domain): Primary Screen | actives 2.8% (n = 360,000) | Potency, µM, for the others: max response, negative = inhibition, most hits filed as inhibitors | AID 720504, 2013 | Plk1 PBD binding of FITC phosphopeptide, fluorescence polarization; further: potency means the concentration at half of the fitted maximal effect; series mostly up to about 57 µM; on the % scale 0 is the no-effect control and ±100 the full control effect; nearly all actives have a fitted effect of over 65% in size
# WRN inhibitor – qHTS for Inhibitors of WRN Helicase; WRN helicase unwinding, fluorescent forked duplex, kinetic; Potency, µM (series often up to 114 µM), for inactives: top-dose activity change, negative = inhibition, hits mostly inhibitors; actives 0.46% (n = 360,000); Bifunctional 3'-5' exonuclease/ATP-dependent helicase WRN (Homo sapiens), Q14191; further: potency means the concentration at half of the fitted maximal effect; on the % scale 0 is the no-effect control and ±100 the full control effect; nearly all actives have a fitted effect of over 55% in size
#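 Primary qHTS, 1536-well format. 20 nM WRN + compound, 15 min RT; start with 100 nM forked fluorophore/quencher duplex, 2 mM ATP (final); kinetic read ex 525/em 598 nm.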
# FUS suppressor – qHTS for Suppressors of FUS Proteinopathy: Primary screen using FUS-linked yeast assay | Potency, µM (titrated, usually from 76.6 µM), for the others: at the highest dose growth rescue (activation), most hits filed as activators | AID 1347120, 2019 | S. cerevisiae FUS-expressing, growth rescue, OD600, 24 h | actives 0.24% (n = 390,000);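 further: potency means the concentration at half of the fitted maximal effect; plate controls were DMSO vehicle for no effect and reference control for full effect; nearly all actives have a fitted effect of over 55% in size; some results filed as inactive show a strong effect at the top dose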
#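 S. cerevisiae expressing FUS from galactose induction served as the toxicity model. Growth after 24hr at 30C, read as absorbance at 600 nm, indicates suppression of toxicity; compounds dosed at several concentrations.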
# aSyn yeast inh – qHTS of alpha-syn Inhibitors; Yeast expressing alpha-synuclein, growth rescue, BacTiter-Glo, 24 h; Potency, µM (highest dose often 46.1 µM), for inactives: top-dose growth rescue (activation), hits mostly activators; actives 0.14% (n = 370,000); further: potency means the concentration at half of the fitted maximal effect; % of control where 0% means no effect; nearly all actives have a fitted effect of over 65% in size
#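 Rescue of yeast growth: cells expressing toxic alpha-synuclein, induced in galactose at OD600 0.02, incubated with compound 24 h at 30 C. ATP luminescence quantified growth; inhibitors of toxicity appear as activators.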
# PI5P4Ka inh – qHTS for Inhibitors of phosphatidylinositol 5-phosphate 4-kinase (PI5P4K); Phosphatidylinositol 5-phosphate 4-kinase type-2 alpha (Homo sapiens), P48426; PI5P4Kalpha enzyme, ADP-Glo luminescence, 60 min; stronger effect = lower value; max response, %; actives 1.2% (n = 330,000); active means max response of -50% or lower; inconclusive means between -30% and -50%; inactive means -30% or higher; further: value at the top dose of about 77 µM; on the % scale 0 is the no-effect control and ±100 the full control effect
#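 Luminescence from ADP-Glo served as readout of PI5P4Kalpha activity in a qHTS format. Reaction: enzyme, substrate, compound, ATP at 5 microM final, 60 min at RT.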
# EPAC1 antag – qHTS for Antagonist of cAMP-regulated guanine nucleotide exchange factor 3 (EPAC1): primary screen | EPAC1 GEF assay, Rap1b-BODIPY-GDP exchange fluorescence | actives 0.14% (n = 360,000) | Potency, µM (highest dose often 115 µM), without a hit: at the highest dose activity change, negative = inhibition, most hits filed as inhibitors;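 further: potency means the concentration at half of the fitted maximal effect; plate controls were vehicle for no effect and positive control for full effect; nearly all actives have a fitted effect of over 50% in size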
# IL-2 act – qHTS of IL-2 Activators. IL-2 activation reporter assay, cell-based qHTS; stimulated with anti-CD3/CD4/CD28 beads; in transgenic mouse T cells. activation, % (series mostly up to about 46 µM). actives 0.065% (n = 360,000). AID 652025, 2013; in the data active means activation above about 50%; inconclusive means mostly about 30% to 49%; further: 0% is about no effect
#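 Unstimulated transgenic mouse T cells, 750 per well, received compound and, after 60 minutes, anti-CD3/anti-CD4 bead plus anti-CD28 stimulation. EGFP and DsRed were quantified after 18 hours.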
# Abeta rescue – qHTS for compounds that reverse cellular toxicity of Amyloid beta (A-beta) peptide in yeast: Primary Screen; yeast expressing A-beta42, growth rescue, OD600, 48 h; response scale: 0% DMSO, 100% iron-clioquinol control; Potency, µM (top dose mostly 46.1 µM), for inactives: at the highest dose growth rescue, hits mostly activators; actives 0.063% (n = 410,000); AID 1347071, 2019; further: potency means the concentration at half of the fitted maximal effect; nearly all actives have a fitted effect of over 55% in size
#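 Yeast growth medium received pinned compounds, then yeast cells expressing toxic A-beta were added; plates incubated at 30 C for 48 hr. Growth read as absorbance at 600 nm, normalized to DMSO and equimolar FeCl3 plus clioquinol controls.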
# EPAC1 agonist – qHTS for Agonist of cAMP-regulated guanine nucleotide exchange factor 3 (EPAC1): primary screen. AID 720707, 2013. Rap guanine nucleotide exchange factor 3 (Homo sapiens), O95398. Potency, µM (titrated, usually from 154 µM), for the others: at the highest dose activation, hits mostly activators. actives 0.073% (n = 360,000). EPAC1 agonist qHTS, biochemical assay; response scale: 100% = response to 6.5 mM cAMP; further: potency means the concentration at half of the fitted maximal effect; nearly all actives have a fitted effect of over 60% in size
#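 Nucleotide exchange by EPAC1 (100 nM) on Rap1B–BODIPY-GDP (250 nM) in the presence of 50 uM GDP is tracked fluorescently at 480/540 nm over 30 min. Signals are normalized to a 6.5 mM cAMP control.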
# Starred values were filed as active, the others as inactive; ? = inconclusive; / = no result given; & = joins results of further samples; [ ] = another dose, or the depositor's remark. Unless noted, the call rests on the fitted dose curve; in most records, active means well fitted curve in the direction sought with a large enough effect; inconclusive means small, poorly fitted or top-dose-only effect, or another doubt; inactive means no such curve, though single readings can be large; an effect the other way counts as inactive or inconclusive.
SMILES,PLK1 PBD inh,WRN inhibitor,FUS suppressor,aSyn yeast inh,PI5P4Ka inh,EPAC1 antag,IL-2 act,Abeta rescue,EPAC1 agonist
CCC(CC)C(=O)Nc1nnc(S(=O)(=O)Nc2ccccc2C)s1,1%,0%,-10%,7%,2,-2%,-0.2,2%,3%
CCOC(=O)c1sc(C)c(C(=O)NC2CCCCC2)c1N,1%,-3%,10%,4%,3,-16%,0.0,-3%,1%
O=C(NNc1ncccc1Cl)c1c(Cl)cccc1Cl,-8%,-5%,-9%,4%,2,2%,-0.8,4%,7%
CC(C)NCC(O)COc1ccc(CCOCC2CC2)cc1 (stereo not drawn),-11%,6%,-28%,0%&0%,-1,-6%,1.3,-8%,-1%
CSc1nc(-c2ccccc2)cc(C)c1C#N,-1%,-5%,-3%,1%,8,-6%,0.3,15%,9%
CNC(=O)COC(=O)c1ccccc1Oc1ccccc1,-10%,-3%,10%,-3%,3,-9%,-2.8,3%,0%
OCC1OC(n2cnc3c(=S)nc[nH]c32)CC1O (stereo not drawn),3%,-8%,/,0%,1,2%,-1.3,1%,-1%
CCOc1cc(C(=O)OCc2ccc(OC)cc2)ccc1OCC(=O)N1CCOCC1,-9%,1%,33%,7%,10,-11%,0.2,-1%,5%
CCOC(=O)C1=C(C)N(c2ccccc2)C(=O)NC1c1cccc([N+](=O)[O-])c1 (stereo not drawn),-8%,-10%,/,4%,6,-3%,-1.2,-3%,-1%
CCn1nnnc1SCC(=O)N1CCN(Cc2ccc3c(c2)OCCO3)CC1,5%,-2%,/,-5%,-1,2%,-1.5,-13%,-3%
Cc1ccnc(NC(=O)C2CCN(S(=O)(=O)c3ccc4c(c3)CC(C)N4C(=O)C3CCC3)CC2)c1 (stereo not drawn),-10%,-8%,28%,16%,0,-6%,-1.2,26%,10%
C#CC(C)(C)NC(=O)c1cnc(-c2ccccc2)nc1-c1ccccc1,-10%,-4%,-8%,4%,-2,3%,0.7,9%,2%
NS(=O)(=O)c1ccc(NC(=O)COC(=O)c2ccc3c(c2)OCCO3)cc1,3%,5%,5%,-3%,-2,-9%,-4.2,12%,-5%
Cc1ccc(NC(=S)N2CCCC2)cc1Cl,0%,10%,-19%,-10%,0,3%,-0.2,?,0%
O=C(O)CN1C(=O)C2(OCCCO2)c2ccccc21,-2%,-5%,-7%,0%,/,3%,0.3,4%,-1%
Cc1cccc(C(=O)NCC(=O)N(C)Cc2nc3ccccc3c(=O)[nH]2)c1,0%,-8%,-6%,5%,-1,2%,-0.5,-3%,6%
S=C(c1ccc(-c2ccc(Cl)cc2)o1)N1CCCCC1,-18%,-20%,13%,-18%,/,6%,-3.1,-9%,12%
COc1cccc(-c2csc(NC(=O)Oc3ccccc3)n2)c1,-21%,-19%,7%,-17%,/,-20%,0.9,-28%,9%
Cc1ccc2c(c1)c1c(n2CC(O)CN2CCCCCC2)CCCC1 (stereo not drawn),-20%,15%,26%,-2%,0,-4%,0.8,0%,10%
O=C(CSc1n[nH]c(=O)[nH]c1=O)Nc1ccccc1C(=O)c1ccccc1,-16%,-10%,20%,-2%,2,-32%,-2.4,-10%,3%
Cc1ccc(SCc2nnc(NC(=O)c3ccccc3)s2)cc1,-7%,1%,12%,-2%,2,-16%,-3.4,-15%,3%
Cc1ccc(C2=NCCNC2=O)c(C)c1,1%,-6%,16%,6%,/,2%,0.3,3%,4%
c1ccc2sc(N3CCCCC3)nc2c1,-9%,-4%,-16%,7%,0,-7%,-1.0,-44%[inhibitor],10%
CCn1c(C(=O)N2CCC(C(=O)NCCCSC3CCCCC3)CC2)cc2sccc21,-9%,-6%,?,?,11,-15%,-3.2,19%,0%
C=CCN(Cc1ccc(Cl)s1)C(=O)c1ccc(F)c(S(=O)(=O)N2CCOCC2)c1,-3%,2%,/,4%,-1,-4%,-1.7,-1%,5%

# Continued; it opens with the two that closed the last part.
SMILES,PLK1 PBD inh,WRN inhibitor,FUS suppressor,aSyn yeast inh,PI5P4Ka inh,EPAC1 antag,IL-2 act,Abeta rescue,EPAC1 agonist
CCn1c(C(=O)N2CCC(C(=O)NCCCSC3CCCCC3)CC2)cc2sccc21,-9%,-6%,?,?,11,-15%,-3.2,19%,0%
C=CCN(Cc1ccc(Cl)s1)C(=O)c1ccc(F)c(S(=O)(=O)N2CCOCC2)c1,-3%,2%,/,4%,-1,-4%,-1.7,-1%,5%
COc1ccc(CCN2C(=O)CCC2(C)c2nnnn2Cc2ccccc2)cc1OC (stereo not drawn),-5%,0%,-4%,-2%,0,-20%,-0.1,-11%,-1%
Cc1ccc(C)c(N=Nc2nc3ccccc3n2C)c1,-9%,-13%,0%,-24%,/,-9%,0.2,-61%[inhibitor],15%
COc1cc2c(CCNC(C)=O)c[nH]c2cc1Cl,-6%,-2%,-28%,-5%&1%,2,-9%,0.9,-13%,10%
O=C(CSC(=O)c1ccccc1)Nc1ccccc1F,3.4µM*,-23%,-11%,-11%,-14,0%,-0.9,-23%,8%
Cn1cccc1C(=O)C(=O)Nc1ccc(Cl)cc1,-16%,8%,-12%,-12%,0,-17%,-1.4,0%,-19%
Cc1ccc(N(C(=O)CNC(=O)c2ccco2)C(C(=O)NC2CCCC2)c2cccnc2)c(C)c1 (stereo not drawn),-4%,7%,15%,1%,-58*,6%,0.4,8%,2%
Nc1nc(Sc2c([N+](=O)[O-])cc(C(F)(F)F)cc2[N+](=O)[O-])n[nH]1,2.4µM*,-19%,-24%,2%,-7,9%,0.0,-7%,1%
O=C(NCC1CCCO1)c1sc(=S)n2c1[nH]c(=O)c1ccc(C(=O)N3CCCCC3)cc12 (stereo not drawn),-19%,-31%,41%,-6%,/,-5%,-2.4,6%,5%
CN1CCN(C(=O)c2cc3ccccc3cc2O)CC1,0%,-24%,/,-13%,-6,-1%,0.0,-2%,7%
CC(=O)NC1=NN(C(C)=O)C(c2ccc(C(C)C)cc2)S1 (stereo not drawn),0%,7%,0%,9%,-3,6%,0.7,5%,-6%
O=C(CN1CCN(c2ccccn2)CC1)Nc1cccc(Cl)c1Cl,3%,0%,15%,3%,27,-15%,-3.5,7%,13%
O=C(Nc1cccnc1)c1cc(-c2cccc(Cl)c2)on1,24µM*,11%,-7%&-5%,-2%,3,16%,-3.1,-14%&-13%,6%
O=C1Nc2ccccc2C1=NN1CCCCCC1,2%,-28%,-1%,14%,-6,-8%,0.8,6%,1%
CCCc1[nH]nc2c1C1(C(=O)N(C(C)C)c3ccccc31)C(C#N)=C(N)O2 (stereo not drawn),-4%,-3%,23%,20%,/,-8%,-0.1,6%,2%
CCN(CCCNC(=O)CN1C(=O)COc2ccccc21)c1cccc(C)c1,-5%,-3%,17%,-7%,/,3%,-1.0,13%,9%
Cn1ncc2c(Nc3cc(Cl)cc(Cl)c3)ncnc21,5%,-6%,-20%,-1%,-13,3%,-0.6,/,-2%
CCCCN([C@H](CO)C(C)C)S(=O)(=O)c1ccccc1Br,-14%,-2%,8%,20%,1,-1%,-0.8,7%,-21%
O=[N+]([O-])c1ccc(COc2ccccc2CN2CCCCC2)cc1,-13%,-7%,-9%,-1%,-5,9%,0.0,0%,0%
Cc1[nH]c2ccccc2c1/C=N/NC(=O)c1ccc(N)cc1,0%,-7%,-12%,-1%,-25,5%,-1.1,-15%,0%
CC(C)(C)OC(=O)N1CC(O)CC1C(=O)OCC(=O)c1ccccc1 (stereo not drawn),-11%,2%,-15%,-1%,-3,-14%,1.1,7%,1%
Cc1ccc(NC(=O)COC(=O)c2cccc(OC(F)F)c2)cc1S(=O)(=O)N1CCCCC1,-10%,-8%,19%,3%,6,-4%,-0.2,25%,10%
COc1ccc(CNC(=O)c2ccc(N3CCC4(CC3)CC(c3ccc(Cl)cc3)=NO4)c([N+](=O)[O-])c2)cc1,3%,-5%,?,-5%,6,-16%,0.0,-11%,-4%
O=C1[C@H]2[C@H](C=CC[C@H]2C(=O)N2CCOCC2)CCN1Cc1ccc(Cl)c(Cl)c1,-3%,3%,-10%,3%,1,3%,-0.3,1%,1%
O=S(=O)(Nc1cccc(-c2ccc(N3CCCCCC3)nn2)c1)c1ccc(C(F)(F)F)cc1,-5%,-8%,?,8%,-2,-30%,-1.3,4%,-1%
CCOC(=O)c1ccc2c(c1)NCc1cccc(OC)c1O2,-5%,-3%,-16%,12%,5,-12%,-3.2,3%,2%
CCCCN(CCCC)C(=O)CSc1nnc(-c2cc(OC)c(OC)c(OC)c2)o1,-7%,6%,23%,-7%,/,-4%,-4.6,-5%,13%
CCN(C[C@H]1N[C@@](C)(C(=O)OC)[C@H]2C(=O)N(C)C(=O)[C@@H]12)C(=O)Nc1ccc(Cl)cc1,-1%,-3%,-14%,1%,-6,1%,0.0,-1%,7%
CCOC(=O)N1CCC(N2C(=O)c3ccccc3C2Nc2cc(Cl)c(OC)cc2OC)CC1 (stereo not drawn),-6%,1%,36%,6%,3,-2%,-2.6,6%,-5%
CC(=O)c1cc(CN2CCN(Cc3ccc(C)cc3)C(CCO)C2)cs1 (stereo not drawn),-9%,3%,-9%,-2%,-11,-1%,-3.3,7%,15%

# An excerpt from above, showing only FUS suppressor.
canonical_smiles	FUS suppressor
O=[N+]([O-])c1ccc(COc2ccccc2CN2CCCCC2)cc1	-9%
Cc1[nH]c2ccccc2c1/C=N/NC(=O)c1ccc(N)cc1	-12%
CC(C)(C)OC(=O)N1CC(O)CC1C(=O)OCC(=O)c1ccccc1 (stereo not drawn)	-15%
Cc1ccc(NC(=O)COC(=O)c2cccc(OC(F)F)c2)cc1S(=O)(=O)N1CCCCC1	19%
